# HBB splicing = modulators of hemoglobin beta chain splicing; HBB splicing reporter cell assay, activation; EGFP reporter with mutant IVS2-654 intron; response scale: normalised to 500 nM splice-correcting PNA; Potency, µM (series often up to 46.1 µM), for inactives: at the highest dose activation, most hits filed as activators; 65,000 compounds, 0.06% hits; AID 925; further: potency means the concentration at half of the fitted maximal effect; 0% is about no effect
#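 Compounds were applied for 2 days to HeLa EGFP-654 cells, 500/well in Optimem with 2% FCS. The reporter's EGFP is disrupted by mis-splicing of beta-globin intron IVS2-654. Readout: summed well GFP fluorescence from 488 nm laser scanning; reference was 500 nM antisense […] 654 PNA.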
# Epigenetic mod = epigenetic modulators derepressing GFP locus in mouse cells. mouse C127i GFP locus derepression, cytometry, 30 h. Potency, µM (top dose mostly 46.1 µM), without a hit: at the top dose GFP derepression (activation). 68,000 compounds, 0.09% hits. AID 597; further: % of control where 0% means no effect
#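 Derepression screen: silenced CMV-GFP reporter in murine C127i cells, 30 h compound incubation at 37 C, washed cells imaged by laser-scanning cytometer to enumerate GFP-expressing objects of 20 to 120 um.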
# HADH2 inhib = HADH2 (human) dehydrogenase inhibition; Potency, µM (titrated, usually from 57.1 µM), for inactives: at the top dose activity change, negative = inhibition, most hits filed as inhibitors; 73,000 compounds, 3.4% hits; recombinant HADH2, NADH fluorescence, beta-hydroxybutyryl-CoA; Q99714; further: potency means the concentration at half of the fitted maximal effect; on the % scale 0 is the no-effect control and ±100 the full control effect; nearly all actives have a fitted effect of over 60% in size; many of its hits are not listed in these tables
# Target sequence (Q99714 whole entry, looked up, one chain of several): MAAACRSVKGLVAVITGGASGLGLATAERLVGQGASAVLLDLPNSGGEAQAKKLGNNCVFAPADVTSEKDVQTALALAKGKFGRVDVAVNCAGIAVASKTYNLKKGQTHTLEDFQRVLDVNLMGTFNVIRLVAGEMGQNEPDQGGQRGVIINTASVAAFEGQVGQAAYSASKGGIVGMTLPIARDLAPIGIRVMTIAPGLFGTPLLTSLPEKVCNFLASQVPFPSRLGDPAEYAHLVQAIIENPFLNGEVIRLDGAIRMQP
#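 Activity measured as NADH fluorescence gain (360/450 nm), taken as the change between first and last reads of a 4-min kinetic run. Conditions: pH 9.0 Tris buffer, 20 nM E. coli-expressed His-tagged enzyme, 1 mM NAD+, 90 uM beta-hydroxybutyryl-CoA; 15-min compound preincubation.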
# Hsp90 Hop PPI = changes Hsp90-Hop TPR2A binding signal, up or down; AlphaScreen TPR2A-His6 binding biotin-Hsp90 C-terminal peptide; Potency, µM (titrated, usually from 57 µM), without a hit: at the top dose activity change, negative = inhibition; 71,000 compounds, 0.44% hits; AID 595; active means well fitted curve in either direction with a large enough effect; inconclusive means small, poorly fitted or top-dose-only effect, or another doubt; further: potency means the concentration at half of the fitted maximal effect; on the % scale 0 is the no-effect control and ±100 the full control effect; many of its hits are not listed in these tables
# UbGFP stabilizer = ubiquitin-GFP accumulation via proteasome inhibition. Ubiquitin-GFP reporter cells, proteasome inhibition, GFP fluorescence; response scale: untreated = 0%, 10 µM MG-132 = 100%. AID 526. Potency, µM (highest dose often 45.9 µM), inactives show at the highest dose activation (GFP accumulation), hits mostly activators. 67,000 tested, under 10 active; active means well fitted activation curve with a large enough effect, not every such curve was filed as active; inconclusive means small, poorly fitted or top-dose-only effect, or another doubt; inactive means no such curve, though single readings can be large or run the other way; further: potency means the concentration at half of the fitted maximal effect
#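 U2OS cells expressing ubiquitin(G76V)-GFP, seeded overnight in 0.5% FBS medium, then treated 4 hr at 37 C across 46 uM to 2.9 nM. GFP-positive cells counted by laser cytometry (488 ex/515 em); %activity scaled between basal and 10 uM MG-132.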
# 15-hLO inh = inhibitors of human 15-lipoxygenase (ALOX15); P16050; purified 15hLO-1, xylenol orange hydroperoxide absorbance; Potency, µM (doses to about 57.1 µM), inactives show at the top dose activity change, negative = inhibition, actives largely listed as inhibitors; 74,000 compounds, 1.4% hits; further: potency means the concentration at half of the fitted maximal effect; on the % scale 0 is the no-effect control and ±100 the full control effect; nearly all actives have a fitted effect of over 55% in size
# Target sequence (P16050 whole entry, looked up): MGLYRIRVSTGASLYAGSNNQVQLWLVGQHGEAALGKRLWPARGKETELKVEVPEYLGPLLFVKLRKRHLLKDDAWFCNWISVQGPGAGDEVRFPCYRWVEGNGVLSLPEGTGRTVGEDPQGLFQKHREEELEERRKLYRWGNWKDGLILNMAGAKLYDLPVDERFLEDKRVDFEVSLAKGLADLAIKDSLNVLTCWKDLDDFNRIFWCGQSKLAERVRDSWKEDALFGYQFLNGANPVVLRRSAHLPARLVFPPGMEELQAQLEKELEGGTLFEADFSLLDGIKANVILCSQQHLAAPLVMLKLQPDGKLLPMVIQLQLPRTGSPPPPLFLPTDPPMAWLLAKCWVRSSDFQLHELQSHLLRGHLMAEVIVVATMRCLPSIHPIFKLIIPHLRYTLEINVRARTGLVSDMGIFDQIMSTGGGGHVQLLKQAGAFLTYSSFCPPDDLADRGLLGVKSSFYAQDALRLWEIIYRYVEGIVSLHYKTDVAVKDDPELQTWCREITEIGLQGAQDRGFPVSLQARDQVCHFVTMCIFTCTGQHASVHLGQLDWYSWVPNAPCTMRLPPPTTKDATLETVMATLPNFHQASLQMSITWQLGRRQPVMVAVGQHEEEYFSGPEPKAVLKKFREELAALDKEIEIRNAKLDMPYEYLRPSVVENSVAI
#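 Quantitative HTS in 25 mM Hepes pH 7.5 containing 0.01% Triton X-100: human 15hLO-1 at 40 nM, arachidonic acid at 50 uM, 6 min turnover. Product quantified via ferrous oxidation/xylenol orange, 573:405 nm absorbance ratio.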
# Tau filament bind = binds recombinant human tau filaments; Potency, µM (doses to about 57.1 µM), for the others: at the top dose activity change, negative = inhibition; P10636; 71,000 compounds, 2% hits; AID 596; recombinant tau filaments, thioflavin S fluorescence, 15 h; filaments grown with octadecylsulfate alongside compound;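 further: potency means the concentration at half of the fitted maximal effect; on the % scale 0 is the no-effect control and ±100 the full control effect; actives lower thioflavin S fluorescence by blocking filaments or displacing dye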
#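 Read-out: ThS fluorescence, 450 nm excitation/510 nm emission; lower signal marks blocked filament formation or displaced dye. Tau at 1 uM with 30 uM ODS, 10 uM ThS, 5 mM DTT, 100 mM NaCl, 10 mM HEPES pH 7.4; 15 h, 37 C.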
# ERK AVP block = inhibitors of vasopressin-stimulated ERK signaling pathway; HEK293-V1b, vasopressin-stimulated pERK AlphaScreen; Potency, µM (titrated, usually from 57.5 µM), for inactives: at the highest dose activity, negative = inhibition, usual class: inhibitors; 72,000 compounds, 0.99% hits; AID 995; further: potency means the concentration at half of the fitted maximal effect; on the % scale 0 is the no-effect control and ±100 the full control effect; nearly all actives have a fitted effect of over 55% in size
#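 HEK293 cells stably expressing V1b receptor, preincubated 30 min at 37 °C with compound, then stimulated 5 min with 25 nM vasopressin. Phospho-ERK by AlphaScreen SureFire after 5 h RT; normalized to DMSO and vasopressin; AC50 by Hill fit.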
# Luciferase inh = blocks Photinus pyralis firefly luciferase activity; Potency, µM (highest dose often 57.1 µM), without a hit: top-dose activity change, negative = inhibition, hits mostly inhibitors; purified firefly luciferase, luminescence, 8 min; 72,000 compounds, 2.2% hits; further: potency means the concentration at half of the fitted maximal effect; on the % scale 0 is the no-effect control and ±100 the full control effect; nearly all actives have a fitted effect of over 40% in size
#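 Here, luciferase activity is measured as luminescence following an 8 min room-temperature reaction at 10 uM ATP, pH 7.2. Every library sample is titrated.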
# Pol III holo inh = blocks replication by bacterial DNA polymerase III holoenzyme; reconstituted DNA polymerase III holoenzyme replication, biochemical; Potency, µM (titrated, usually from 57.1 µM), inactives show at the top dose activity change, negative = inhibition; 71,000 compounds, 0.25% hits; AID 603; further: potency means the concentration at half of the fitted maximal effect; on the % scale 0 is the no-effect control and ±100 the full control effect
#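 Reconstituted *E. coli* holoenzyme (0.35 nM Pol III, 1 nM beta, 154 nM SSB, 2 nM primase) was preincubated with compound for 15 min at RT. Synthesis on 1.4 nM ssM13Gori ran 35 min, then was stopped with PicoGreen/EDTA and read as dsDNA fluorescence.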
# CRE Fsk mod = alters forskolin-stimulated CRE reporter signaling in CHO cells | Potency, µM (series often up to 38.2 µM), for the others: at the highest dose activity change, negative = inhibition, actives largely listed as activators | CHO CRE-bla reporter (cAMP response element driving beta-lactamase), forskolin EC10, beta-lactamase ratio | 71,000 compounds, 2.5% hits | AID 662; active means well fitted activation curve with a large enough effect in the signal ratio, with a control signal flat, not every such curve was filed as active; inconclusive means small, poorly fitted or top-dose-only effect, or effect the other way, or a change in a side signal; the % refers to the signal ratio; further: potency means the concentration at half of the fitted maximal effect; % of control where 0% means no effect
#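 CRE-bla CHO cells stimulated with EC10 NKH 477 (water-soluble forskolin) and compound titrations, 3 h at 37C; beta-lactamase read with CCF4 after 2 h at room temperature. Activity from 460/530 nm emission ratio, AC50 values for positive or negative modulation.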
# Active calls of the source: *; i = inactive; ? = inconclusive; . = no result given; [ ] = dose if it differs, or a comment. Unless noted, the call rests on the fitted dose curve; in most records, active means well fitted curve in the direction sought with a large enough effect; inconclusive means small, poorly fitted or top-dose-only effect, or another doubt; inactive means no such curve, though single readings can be large; an effect the other way counts as inactive or inconclusive. This is a subset; the hit share may differ from the screen's.
SMILES,HBB splicing,Epigenetic mod,HADH2 inhib,Hsp90 Hop PPI,UbGFP stabilizer,15-hLO inh,Tau filament bind,ERK AVP block,Luciferase inh,Pol III holo inh,CRE Fsk mod
Cn1c(=O)c2cc(S(=O)(=O)NC(C(=O)N3CCCCCC3)c3ccccc3)ccc2n(C)c1=O (centres undefined),0.1%,.,-5.6%,-5.1%[2.3 µM],-10.6%,-12.4%,8.4%,-11.4%,-1.2%,-2.7%,-3.1%
CCc1ccc(C2CC(c3ccccc3C)n3nc(N)nc3N2)cc1 (centres undefined),-0.8%,.,7.3%,-1.3%[2.3 µM],5.7%,-4.6%,?,?,-4.2%,-1.8%,1.6%
N#CC[n+]1cc(-c2ccc(Cl)cc2)n2c1CCC2,0.8%[0.369 µM],0.0%,1.9%,-2.3%,0.4%,17.7%,71.5%,-20.6%,5.5%,-1.8%,8.1%
CCCCNC(=O)OC1CCS(=O)(=O)C1 (centres undefined),0.1%,-2.6%,6.4%,-1.3%,0.0%,14.3%,6.9%,-2.9%,3.0%,-4.6%,-12.3%
CCCCC=O,-1.4%,.,-5.4%,-0.9%,.,0.9%,8.4%,-1.8%,.,-0.8%,-5.5%
CCSc1nc2ccccc2n1CC(=O)N1CCCCC1,-1.1%,8.6%,-2.7%,-0.2%,0.3%,1.0%,9.0%,5.5%,-1.1%,1.5%,10.6%
COc1ccccc1NC(=O)Cn1cnc2c(cnn2-c2ccc(C)c(C)c2)c1=O,1.8%,2.4%,19.6%,1.9%,-7.3%,-6.5%,i,-18.2%,1.4%,6.8%,?
CCN(CC)S(=O)(=O)c1ccc(Cl)c(C(=O)NC2CCCC2)c1,-1.0%[9.22 µM],6.5%,7.5%,2.5%,-4.2%,5.4%,-0.3%,-0.4%,3.3%,-6.7%,3.6%
O=C(C1CCN(Cc2ccc(OCc3ccccc3)cc2)CC1)N1CCCC1,0.1%,-1.8%,-9.9%,-3.2%,4.3%,1.6%,21.6%,-15.0%,-0.5%,-1.8%,-1.4%
CC1=C(Sc2ccccn2)C(=O)NC(C)(C)C1,0.3%,0.0%,8.7%,-1.7%,-3.9%,7.8%,4.2%,-3.7%,1.9%,-3.7%,15.3%
O=CNCC(=O)NC1CCCCCC1,-0.2%,-1.0%,-1.8%,?,-4.8%,0.6%,-15.0%,33.3%,1.9%,6.1%,-12.9%
CCOc1ccccc1C1C(C#N)=C(N)Nc2onc(-c3ccccc3)c21 (centres undefined),0.4%,2.9%,-11.3%,1.3%,-8.6%,3.6%,-2.9%,7.2%,-0.5%,-7.9%,0.5%
Cc1ccc(S(=O)(=O)Cn2nnnc2C(C(C)C)N2CCN(Cc3ccco3)CC2)cc1 (centres undefined),-0.2%[57.5 µM],-1.0%,-0.6%,-2.6%,3.0%,-4.7%,-11.0%,30.6%[activator],-3.9%,-4.7%,-10.0%
COc1ccccc1N1CCN(C(=O)c2ccc(S(=O)(=O)N3CCCCCC3)cc2)CC1,-0.6%,-2.7%,1.2%,-3.4%,3.6%,-6.1%,8.3%,-8.8%,-0.1%,-3.0%,-14.1%
Cc1csc(NC(=O)CSc2nnc(-c3ccncc3)n2C)n1,.,1.2%,-3.9%,-1.8%,2.6%,6.7%,1.2%,-29.4%,0.0%,-4.9%,3.1%
COC(=O)COc1ccc(S(=O)(=O)Nc2ccc(C(N)=O)cc2)cc1,-0.1%,-2.7%,-10.1%,-1.8%,2.1%,7.2%,7.4%,-14.5%,0.0%,-5.2%,-7.5%
O=C(CSc1nnc(-c2ccccc2)n1Cc1ccccc1)N1CCCC1,-0.1%[57.5 µM],-1.3%,13.2%,0.2%,3.2%,3.8%,-10.6%,5.3%,3.6%,-2.5%,-1.6%
COc1ccc(OC)c(NC(=O)CCN2CCCCC2)c1,0.0%,-1.7%,5.9%,-5.9%,6.1%,8.3%,-11.3%,-28.3%,-0.4%,-0.8%,-0.5%
CCCN=C(N)NCCC[C@H](N)C(=O)O,.,-1.4%,0.0%,-2.9%,1.6%,-23.9%[25.6 µM],?,5.1%,-0.7%,-7.2%,2.7%
COc1cccc(N(CC(=O)Nc2cccc(N(C)S(C)(=O)=O)c2)S(C)(=O)=O)c1,-0.7%,6.4%,6.8%,-2.4%,-0.5%,2.3%,0.5%,-2.8%,-0.3%,0.0%,-6.3%
O=C(NCCCN1CCc2ccccc2C1)C1CCN(c2nnc(-n3cccc3)s2)CC1,1.0%,-5.5%,-2.9%,-6.5%,2.9%,2.7%,87.5%,-22.1%,-15.9%,-8.1%,-26.2%
O=c1[nH]c2cc(Cl)ccc2c(O)c1-c1cccc(Oc2ccccc2)c1,.,1.4%,-12.7%,-6.7%,1.2%,-5.7%[25.6 µM],?,-7.3%,-0.1%,0.3%,?
COc1cc(C(=O)NC2CCN(Cc3nnnn3Cc3cccs3)CC2)cc(OC)c1OC,.,0.0%,6.1%,-0.8%,1.3%,4.6%,-5.1%,-18.8%,0.6%,-2.8%,?
N#Cc1sc2nc3c(c(-c4cccnc4)c2c1N)CCC3,-0.6%,0.0%,-3.2%,3.8%,-2.2%,-26.1%,-16.0%,?,-2.0%,-3.7%,?
CCS(=O)(=O)N1CCCC(C(=O)NCCCN2CCCC2=O)C1 (centres undefined),-6.0%,-1.1%,6.5%,-1.5%,-13.4%,0.5%,4.2%,16.4%,0.8%,-2.8%,-7.7%
# Later entries
SMILES,HBB splicing,Epigenetic mod,HADH2 inhib,Hsp90 Hop PPI,UbGFP stabilizer,15-hLO inh,Tau filament bind,ERK AVP block,Luciferase inh,Pol III holo inh,CRE Fsk mod
COc1ccc(CCN2CC(O)=C(c3nc4ccccc4c(=O)[nH]3)C2=N)cc1OC,0.0%,1.1%,?,-1.9%,0.9%,-1.2%,85.1%,?,-0.1%,-8.3%,?
COC(=O)CCC(=O)Nc1cccc(Br)c1,-2.2%[0.369 µM],4.7%,-4.6%,0.9%,4.3%,-1.4%,-8.1%,-3.6%,0.2%,0.3%,7.8%
CC(C)=NOC[C@@H](C)[C@H](OCc1ccccc1)C(C)C,1.2%[9.22 µM],.,-11.2%[11.4 µM],.,.,11.2%[11.4 µM],.,26.2%[11.5 µM],1.2%[11.4 µM],.,.
N#Cc1cccc(NC(=O)N2CC[C@@]3(CCCN(C(=O)c4cc(C(F)(F)F)cc(C(F)(F)F)c4)C3)C2)c1,0.9%,-2.3%[9.22 µM],0.7%,0.7%,-4.9%,29.6%,8.5%,0.8%,-0.3%[11.4 µM],-4.8%,1.7%
CCn1c(SCC(=O)O)nnc1C1CCCCC1,-3.4%,-0.2%,16.1%,0.6%,-6.9%,-2.4%,3.4%,8.3%,-1.5%,-5.4%,1.2%
CCOC(=O)CCCCC(=O)c1[nH]c(=O)[nH]c1Cn1ccnc1,-2.0%,-4.1%,-26.3%,?,0.9%,5.6%,6.9%,15.7%,1.8%,6.8%,?
O=C(Cn1nc(Cc2cccnc2)c2ccccc2c1=O)NCC1CCCO1 (centres undefined),1.0%,-4.2%,6.5%,0.7%,-3.1%,10.7%,-9.7%,2.8%,-2.2%,-0.7%,1.6%
Cc1ccc2c(c1)cc(CN(Cc1ccc3c(c1)OCO3)C(=O)c1cnccn1)c1nnnn12,.,0.0%,12.9%,-3.1%,-9.2%,3.2%,4.8%,0.1%,1.1%,-3.7%,21.5%

# Some values from the list.
# CC(C)=NOC[C@@H](C)[C@H](OCc1ccccc1)C(C)C in HBB splicing shows 1.2%[9.22 µM]
# N#Cc1cccc(NC(=O)N2CC[C@@]3(CCCN(C(=O)c4cc(C(F)(F)F)cc(C(F)(F)F)c4)C3)C2)c1 in HADH2 inhib shows 0.7%

# Screening data as filed in PubChem BioAssay.
